Nrf2 ARE act – qHTS of Nrf2 Activators | hit rate 0.31% among 410,000 | AID 624171, 2012 | AREc32 ARE-luciferase reporter (MCF7-derived line), luminescence, 24 h | Potency, µM (titrated, usually from 46.1 µM), inactives show at the highest dose activation, hits mostly activators; also: potency is read from the fitted curve at half-maximal effect; % of control where 0% means no effect; nearly all actives have a fitted effect of over 65% in size
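Luciferase luminescence (Steady-Glo, 30 min at room temperature) served as the read-out of ARE activation in AREc32 cells treated with compounds for 24 hr at 37 deg C.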
EPAC2 antag – qHTS for Antagonist of cAMP-regulated guanine nucleotide exchange factor 2 (EPAC2): primary screen; EPAC2 GEF exchange of Rap1B-BODIPY-GDP, fluorescence; Potency, µM (titrated, usually from 114 µM), for the others: at the highest dose activity, negative = inhibition, hits mostly inhibitors; hit rate 0.18% among 360,000; also: potency is read from the fitted curve at half-maximal effect; % is scaled to controls: 0 for no effect and ±100 for the full control effect; nearly all actives have a fitted effect of over 45% in size; many of its hits are not listed in these tables
Target sequence (Q8WZA2 whole entry, looked up): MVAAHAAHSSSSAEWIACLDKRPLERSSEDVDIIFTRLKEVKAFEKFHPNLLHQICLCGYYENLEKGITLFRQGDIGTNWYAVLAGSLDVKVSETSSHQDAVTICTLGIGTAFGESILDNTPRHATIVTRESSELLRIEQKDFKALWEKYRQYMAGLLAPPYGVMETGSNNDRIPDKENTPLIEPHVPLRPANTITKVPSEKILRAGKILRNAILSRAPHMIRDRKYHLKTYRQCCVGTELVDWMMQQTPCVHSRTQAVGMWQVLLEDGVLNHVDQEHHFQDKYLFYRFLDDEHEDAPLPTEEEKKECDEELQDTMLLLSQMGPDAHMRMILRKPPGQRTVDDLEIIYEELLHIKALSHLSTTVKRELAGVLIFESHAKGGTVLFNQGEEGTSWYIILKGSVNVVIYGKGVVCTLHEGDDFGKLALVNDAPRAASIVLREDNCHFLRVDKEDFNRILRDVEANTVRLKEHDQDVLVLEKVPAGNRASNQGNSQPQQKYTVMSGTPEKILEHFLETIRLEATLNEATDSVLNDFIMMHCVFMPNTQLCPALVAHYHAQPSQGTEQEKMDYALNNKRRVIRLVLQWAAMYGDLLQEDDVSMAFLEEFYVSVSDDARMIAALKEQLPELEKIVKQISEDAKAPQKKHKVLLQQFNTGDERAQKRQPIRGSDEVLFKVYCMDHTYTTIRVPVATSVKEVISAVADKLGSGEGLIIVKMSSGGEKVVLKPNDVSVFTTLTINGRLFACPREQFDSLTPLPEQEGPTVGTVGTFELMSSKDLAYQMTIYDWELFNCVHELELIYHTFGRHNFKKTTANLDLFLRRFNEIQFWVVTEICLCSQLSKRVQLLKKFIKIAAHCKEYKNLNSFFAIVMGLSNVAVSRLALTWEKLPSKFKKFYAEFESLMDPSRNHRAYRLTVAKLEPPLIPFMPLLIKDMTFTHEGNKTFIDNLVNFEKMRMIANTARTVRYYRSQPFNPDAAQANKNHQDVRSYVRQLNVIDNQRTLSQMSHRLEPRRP
MmCpn inh – Inhibitors of TCP-1 ring complex (TRiC) of Methanococcus maripaludis (MmCpn): qHTS | Chaperonin Mm-Cpn (Methanococcus maripaludis) | AID 504842, 2011 | Potency, µM (top dose mostly 76.9 µM), without a hit: top-dose activity, negative = inhibition, usual class: inhibitors | hit rate 0.031% among 330,000 | purified Mm-Cpn ATPase, ADP Transcreener TR-FRET; also: potency is read from the fitted curve at half-maximal effect; % is scaled to controls: 0 for no effect and ±100 for the full control effect; nearly all actives have a fitted effect of over 80% in size
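Purified archaeal chaperonin (25 nM final) was preincubated with compound for 10 min at 37°C, then ATP (10 uM final) was added for 30 min at 37°C in Tris pH 7.4/KCl/MgCl2/DTT buffer. ADP was quantified by HTRF Transcreener TR-FRET.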
Akt phos inh – HTS Assay for Inhibitors of Akt Phophorylation: Primary Screen | AID 651550, 2012 | hit rate 0.32% among 360,000 | Neuro2A IGF-stimulated pAkt S473 HTRF, 20 min; stronger effect = lower value | activity change, % for hits at 50 µM; in the data active = activity change below about -80%; inconclusive = mostly about -51% to -80%; also: % is scaled to controls: 0 for no effect and ±100 for the full control effect
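Neuro2A cells in DMEM with 0.5% FBS, overnight at 37 deg C, given compound at single 50 µM final, then IGF (6 nM final) for 20 min at 37 deg C. Lysed; phospho-Akt Ser473 by HTRF after 24 h, 665/615 ratio.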
Nrf2 block – Nrf2 qHTS screen for inhibitors | hit rate 2.1% among 360,000 | Potency, µM (doses to about 46 µM), inactives show top-dose activity change, negative = inhibition, actives largely listed as inhibitors | A549 ARE-Fluc reporter, luciferase luminescence, 18-24 h | AID 504444, 2011; also: potency is read from the fitted curve at half-maximal effect; % is scaled to controls: 0 for no effect and ±100 for the full control effect; nearly all actives have a fitted effect of over 60% in size
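Quantitative HTS in A549 cells stably bearing an antioxidant response element-firefly luciferase construct. Inhibition of Nrf2-driven transcription was scored by luminescence after 18-24 h of compound exposure at 37 °C.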
EPAC2 ag – qHTS for Agonist of cAMP-regulated guanine nucleotide exchange factor 4 (EPAC2): primary screen; Potency, µM (doses to about 154 µM), without a hit: top-dose activation, most hits filed as activators; hit rate 0.079% among 360,000; EPAC2 activation, biochemical qHTS; response scale: 100% = 6.5 mM cAMP response; AID 720711, 2013; Rap guanine nucleotide exchange factor 4 (Homo sapiens), Q8WZA2; also: potency is read from the fitted curve at half-maximal effect; nearly all actives have a fitted effect of over 50% in size
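Setup: EPAC2 100 nM, labeled Rap1B complex 250 nM, free GDP 50 uM. Compound titrations pinned in, brief spin, 5 min room temperature incubation. Kinetic fluorescence read over 30 min, normalized to 6.5 mM cAMP.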
TGFb SMAD3 inh – qHTS for Inhibitors of TGF-b | HepG2 CAGA-GFP TGF-b/SMAD3 reporter, GFP fluorescence, 18 h; TGF-beta stimulated, 500 pg/mL final | Potency, µM (series often up to 46.1 µM), for the others: at the top dose activity, negative = inhibition, most hits filed as inhibitors | hit rate 1.2% among 410,000 | AID 588855, 2011; also: potency is read from the fitted curve at half-maximal effect; % is scaled to controls: 0 for no effect and ±100 for the full control effect; nearly all actives have a fitted effect of over 65% in size
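HEPG2 CAGA-GFP cells (1000/well, DMEM with 1% FBS) were pre-incubated 2 h at 37 degrees C, given compound by pin tool, then stimulated with TGF-beta at 500 pg/mL final for 18 h before per-cell GFP fluorescence imaging.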
A549 tox – Nrf2 qHTS screen for inhibitors: counterscreen for cytotoxicity; A549 ARE-Fluc cells, CellTiter-Fluor viability, 18-24 h; Potency, µM (doses to about 46 µM), for inactives: at the top dose activity change, negative = cytotoxicity, most hits filed as inhibitors; AID 504648, 2011; hit rate 0.16% among 390,000; also: potency is read from the fitted curve at half-maximal effect; % is scaled to controls: 0 for no effect and ±100 for the full control effect
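Cytotoxicity counterscreen: CellTiter-Fluor fluorescence was measured in A549 ARE_Fluc cells after 18-24 h of compound exposure in a concentration series. The subsequent BugLite luminescent read reports ARE-luciferase activity.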
CCT modulator – High-Throughput Screening for Modulators of Cytosolic Chaperonin Activity | purified chaperonin ATPase assay, HTRF ADP detection, 30 min | activity change, % (test concentration not listed), hits read low | hit rate 0.3% among 360,000 | AID 651819, 2012; in the data active = activity change below about -30%; also: % is scaled to controls: 0 for no effect and ±100 for the full control effect
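We incubate TRiC, 40 or 20 nM final, with library compounds at 76 uM and 10 uM ATP for 30 min at 37 °C. ADP formed is detected with Transcreener HTRF reagents after 30 min at room temperature.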
Numbers without * were called inactive; [ ] = another dose, or the depositor's remark. Unless noted, calls follow the shape of the dose curve; as a rule, active = well fitted curve in the direction sought with a large enough effect; inconclusive = small, poorly fitted or top-dose-only effect, or another doubt; inactive = no such curve, though single readings can be large; an effect the other way counts as inactive or inconclusive. These rows are one share of the data (hit frequency here may not be typical).

For CCn1c(NCc2ccco2)nc2ccccc21 the results were Nrf2 ARE act 2.2%, EPAC2 antag 6.1%, MmCpn inh 0.2%, Akt phos inh inactive, Nrf2 block 5.9%, EPAC2 ag -3.8%, TGFb SMAD3 inh 2.1%, A549 tox 6.7% and CCT modulator -1.9.
`Cc1cccc(OCCCCc2c(C)n[nH]c2C)c1C` gave Nrf2 ARE act -0.2%, EPAC2 antag -5.8%, MmCpn inh -2.3%, Akt phos inh inactive, Nrf2 block inconclusive, EPAC2 ag 7.4%, TGFb SMAD3 inh -14.4%, A549 tox inconclusive and CCT modulator -5.5.
For CC(C)NC(=O)c1ccc(C(C)C)cc1 the results were Nrf2 ARE act -0.5%, EPAC2 antag 2.6%, MmCpn inh 1.8%, Akt phos inh inactive, Nrf2 block inconclusive, EPAC2 ag 10.3%, TGFb SMAD3 inh -1.9%, A549 tox 0.4% and CCT modulator -0.1.
Screening Cc1ccc(-c2nc3c4ccccc4ccn3c2Cc2ccccc2)cc1 returned Nrf2 ARE act 11.4%, EPAC2 antag 3.8%, Akt phos inh inactive, EPAC2 ag 12.0%, TGFb SMAD3 inh 3.2% and CCT modulator 0.8.
For COc1cc(NC(=O)C2=C(C)Nc3nnnn3C2c2ccc(SC)cc2)c(OC)cc1Cl (stereo not given) the results were Nrf2 ARE act -0.4%, Nrf2 block -13.2%, TGFb SMAD3 inh -2.4% and A549 tox 0.8%.
For COc1ccc(NC(=O)CSc2ccc(-c3cccnc3)nn2)cc1 the results were Nrf2 ARE act -0.3%, EPAC2 antag -1.1%, MmCpn inh -8.2%, Akt phos inh inactive, Nrf2 block inconclusive, EPAC2 ag 3.5%, TGFb SMAD3 inh 1.4%, A549 tox -1.1% and CCT modulator -1.4.
For CC(Nc1ccccc1)c1ccncc1 (stereo not given) the results were Nrf2 ARE act -0.9%, EPAC2 antag 11.9%, MmCpn inh 3.1%, Akt phos inh inactive, Nrf2 block -8.8%, EPAC2 ag -1.6%, TGFb SMAD3 inh 3.6%, A549 tox 0.6% and CCT modulator -0.7.
For O=C(CN1CCN(C(=O)c2ccco2)CC1)Nc1ccc2c(c1)OCCO2 the results were Nrf2 ARE act 0.0%, EPAC2 antag -3.3%, MmCpn inh 1.1%, Akt phos inh inactive, Nrf2 block 17.6%, EPAC2 ag -1.1%, TGFb SMAD3 inh -3.6%, A549 tox -1.5% and CCT modulator -1.5.
Screening O=C(COC(=O)c1cccc(C(F)(F)F)c1)NCc1ccccc1 returned Nrf2 ARE act 0.0%, EPAC2 antag 6.4%, MmCpn inh -0.3%, Akt phos inh inactive, Nrf2 block 24.4%, EPAC2 ag -3.0%, TGFb SMAD3 inh -8.6%, A549 tox 3.8% and CCT modulator -1.1.
For CC(C)CNS(=O)(=O)c1cc2c3c(c1)CC(=O)N3CCC2 the results were Nrf2 ARE act -0.2%, EPAC2 antag 5.8%, MmCpn inh -0.1%, Akt phos inh inactive, Nrf2 block 1.2%, EPAC2 ag 8.1%, TGFb SMAD3 inh 6.8%, A549 tox 0.5% and CCT modulator -2.7.
Screening O=C1CC(c2cccc(F)c2)SC(N(c2ccccc2)c2ccccc2)=N1 (stereo not given) returned Nrf2 ARE act 0.1%, EPAC2 antag -8.6%, MmCpn inh -0.1%, Akt phos inh inactive, EPAC2 ag 9.5%, TGFb SMAD3 inh -3.5%, A549 tox 7.5% and CCT modulator -3.8.
`COc1ccc(Br)cc1/C=C1\Oc2ccccc2NC1=O` gave Nrf2 ARE act 29.1%, EPAC2 antag 2.4%, MmCpn inh -0.1%, Akt phos inh inactive, Nrf2 block -6.9%, EPAC2 ag 6.6%, TGFb SMAD3 inh -8.4%, A549 tox 0.0% and CCT modulator 0.4.
Screening CCOC(=O)c1c(-c2ccc(F)cc2)csc1NC(=O)CCN1CCOCC1 returned Nrf2 ARE act 12.2%, EPAC2 antag 9.1%, MmCpn inh 0.4%, Akt phos inh inactive, Nrf2 block -8.5%, EPAC2 ag 16.9%, TGFb SMAD3 inh -1.6%, A549 tox -3.2% and CCT modulator -1.4.
Screening Nc1nnc(C2CCCC2)s1 returned Nrf2 ARE act -0.7%, EPAC2 antag 0.4%, MmCpn inh -0.2%, Akt phos inh inactive, Nrf2 block 6.5%, EPAC2 ag 13.2%, TGFb SMAD3 inh -21.1%, A549 tox 0.4% and CCT modulator -0.5.
For COc1cccc(C2(O)CCN(C(=O)Cc3cccnc3)CC2)c1 the results were Nrf2 ARE act -0.8%, EPAC2 antag -2.6%, MmCpn inh 1.6%, Akt phos inh inactive, Nrf2 block -1.5%, EPAC2 ag 11.3%, TGFb SMAD3 inh inconclusive, A549 tox -1.4% and CCT modulator -1.7.
`COc1ccc(C(CNS(=O)(=O)c2ccc(F)cc2)N2CCN(C)CC2)cc1` (stereo not given) gave Nrf2 ARE act 0.0%, EPAC2 antag 8.5%, MmCpn inh -0.4%, Akt phos inh inactive, Nrf2 block 9.6%, EPAC2 ag -3.0%, TGFb SMAD3 inh 7.2%, A549 tox 5.6% and CCT modulator -1.4.
`Cc1ccc(NCC(=O)Nc2ccc(Br)cc2)cc1C` gave Nrf2 ARE act 5.7%, EPAC2 antag 6.4%, MmCpn inh -1.8%, Akt phos inh inactive, Nrf2 block inconclusive, EPAC2 ag -1.2%, TGFb SMAD3 inh -2.0%, A549 tox -0.5% and CCT modulator 1.0.
For O=C(CSc1ccsc1[N+](=O)[O-])N1CCCCCC1 the results were Nrf2 ARE act 4.7%, EPAC2 antag 17.1%, MmCpn inh -0.2%, Akt phos inh inactive, Nrf2 block 0.0%, EPAC2 ag 12.3%, TGFb SMAD3 inh -7.0%, A549 tox 2.1% and CCT modulator -1.7.
For CC1CCCN(C(=O)CSc2nnc(-c3ccco3)n2C)C1 (stereo not given) the results were Nrf2 ARE act 0.4%, EPAC2 antag -4.3%, MmCpn inh -0.2%, Akt phos inh inactive, Nrf2 block -5.4%, EPAC2 ag 1.0%, TGFb SMAD3 inh 0.0%, A549 tox -2.7% and CCT modulator 0.1.
For CC(NCC(O)COCCC12CC3CC(CC(C3)C1)C2)c1ccccc1 (stereo not given) the results were Nrf2 ARE act -3.2%, EPAC2 antag -3.0%, MmCpn inh -1.2%, Akt phos inh inactive, Nrf2 block inconclusive, EPAC2 ag 13.5%, TGFb SMAD3 inh 7.94µM*, A549 tox inconclusive and CCT modulator -1.9.
`CC1CCCCN1C(=O)COC(=O)CNC(=O)c1sc2ccccc2c1Cl` (stereo not given) gave Nrf2 ARE act -0.4%, EPAC2 antag -0.6%, MmCpn inh -11.0%, Akt phos inh inactive, Nrf2 block 6.9%, EPAC2 ag -0.5%, TGFb SMAD3 inh -28.9%, A549 tox 10.0% and CCT modulator -6.1.
`CCC1CN(C(=O)N2CCC(C(=O)N3CCN(c4ccccc4F)CC3)CC2)c2ccccc2O1` (stereo not given) gave Nrf2 ARE act 4.6%, Nrf2 block 3.8%, TGFb SMAD3 inh inconclusive and A549 tox 12.3%.
Screening C=CCn1c(SCC(=O)Nc2cc(C)cc(C)c2)nnc1-c1cnccn1 returned Nrf2 ARE act -1.0%, EPAC2 antag -1.2%, MmCpn inh -9.3%, Akt phos inh inactive, EPAC2 ag -9.4%, TGFb SMAD3 inh -0.9%, A549 tox 11.1% and CCT modulator -2.4.
O=C(Nc1ccc(Cl)cc1F)C1CCN(S(=O)(=O)c2cccc3nonc23)CC1 was read as Nrf2 ARE act -0.1%, EPAC2 antag 1.3%, MmCpn inh 1.9%, Akt phos inh inactive, Nrf2 block -11.6%, EPAC2 ag 17.3%, TGFb SMAD3 inh 6.2%, A549 tox 2.7% and CCT modulator -0.4.
For CN1CCCC(C(=O)Nc2cccc(Cl)c2)CC1 (stereo not given) the results were Nrf2 ARE act 0.5%[9.22 µM], EPAC2 antag 2.4%, Akt phos inh inactive, EPAC2 ag 2.6%, TGFb SMAD3 inh 8.2% and CCT modulator 0.0.
CC1CCC(NC(=O)C2(C)CCC(=O)N2Cc2cccnc2)CC1 (stereo not given) was read as Nrf2 ARE act 0.4%, EPAC2 antag -2.4%, MmCpn inh -0.7%, Akt phos inh inactive, Nrf2 block -1.3%, EPAC2 ag 12.3%, TGFb SMAD3 inh -12.0%, A549 tox -5.5% and CCT modulator -35.5*.
`N#CN=CN1CC=C(c2ccc(Cl)cc2)CC1` gave Nrf2 ARE act -0.8%, EPAC2 antag 3.3%, Akt phos inh inactive, EPAC2 ag 5.5%, TGFb SMAD3 inh -3.0% and CCT modulator -0.9.
COc1ccc(/C=C2\SC(N)=NC2=O)cc1Cl was read as Nrf2 ARE act 2.5%, EPAC2 antag -9.3%, MmCpn inh 0.8%, Akt phos inh inactive, Nrf2 block 0.9%, EPAC2 ag 0.1%, TGFb SMAD3 inh 0.0%, A549 tox 1.4% and CCT modulator 1.0.
`O=S(=O)(Nc1cc(S(=O)(=O)N2CCCC2)ccc1O)c1ccc(Cl)s1` gave Nrf2 ARE act -0.7%, EPAC2 antag -5.7%, MmCpn inh -1.7%, Akt phos inh inactive, Nrf2 block 4.7%, EPAC2 ag 7.8%, TGFb SMAD3 inh 2.8%, A549 tox 1.7% and CCT modulator -1.2.
CNc1cncc(-c2cccc(C(C)=O)c2)n1 was read as Nrf2 ARE act -0.9%[9.22 µM], EPAC2 antag -13.1%, Akt phos inh inactive, EPAC2 ag 0.6%, TGFb SMAD3 inh 4.3% and CCT modulator -0.3.

Compound activity as filed in PubChem BioAssay.
